FBW7 act = activators of human E3 ligase FBW7; Q969H0; AlphaScreen FBW7–phospho-cyclin E peptide binding, activator screen; normalized activity (activation), % at 26.1 µM; hit rate 0.13% among 650,000; AID 1259310; in the data active = normalized activity above about 1.9%;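 also: purified mutant Fbw7 with reduced substrate affinity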
MITF primary = blocks human microphthalmia-associated transcription factor | O75030 | AlphaScreen MITF homodimerization, bead proximity signal | inhibition, % at 2.6 µM | hit rate 0.91% among 650,000; in the data active = inhibition above about 50%;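 also: 0% = vehicle wells with protein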
Target sequence (O75030 whole entry, looked up): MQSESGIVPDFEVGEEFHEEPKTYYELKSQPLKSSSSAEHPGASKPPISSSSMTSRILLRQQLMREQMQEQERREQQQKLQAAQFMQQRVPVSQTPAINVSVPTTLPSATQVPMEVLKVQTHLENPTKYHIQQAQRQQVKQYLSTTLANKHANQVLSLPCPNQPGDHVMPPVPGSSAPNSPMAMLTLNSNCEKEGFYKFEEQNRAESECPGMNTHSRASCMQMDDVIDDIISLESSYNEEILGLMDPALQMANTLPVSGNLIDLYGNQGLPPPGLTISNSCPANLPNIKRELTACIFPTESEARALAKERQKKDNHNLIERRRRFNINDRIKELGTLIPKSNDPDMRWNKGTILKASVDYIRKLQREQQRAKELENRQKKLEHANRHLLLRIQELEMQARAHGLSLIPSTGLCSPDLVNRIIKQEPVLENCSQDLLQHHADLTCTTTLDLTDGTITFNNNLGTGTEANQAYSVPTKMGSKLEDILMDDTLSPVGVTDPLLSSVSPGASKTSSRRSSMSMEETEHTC
TEAD-YAP inh = TEAD-YAP interaction inhibition. HEK-TIYL cells, TEAD-Gal4/YAP UAS-luciferase luminescence. inhibition, % at 9.12 µM. hit rate 1.4% among 640,000; in the data active = inhibition above about 32%;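 also: 0% = median of test compound wells and 100% = reference inhibitor wells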
GPR151 ag = activators of human GPR151. PathHunter beta-arrestin GPR151 cells, luminescence. activation, % at 11.2 µM. hit rate 1% among 650,000; in the data active = activation above about 4.9%;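 also: 0% = median of compound wells and 100% = cells with positive control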
Target sequence (Q8TDV0 whole entry, looked up): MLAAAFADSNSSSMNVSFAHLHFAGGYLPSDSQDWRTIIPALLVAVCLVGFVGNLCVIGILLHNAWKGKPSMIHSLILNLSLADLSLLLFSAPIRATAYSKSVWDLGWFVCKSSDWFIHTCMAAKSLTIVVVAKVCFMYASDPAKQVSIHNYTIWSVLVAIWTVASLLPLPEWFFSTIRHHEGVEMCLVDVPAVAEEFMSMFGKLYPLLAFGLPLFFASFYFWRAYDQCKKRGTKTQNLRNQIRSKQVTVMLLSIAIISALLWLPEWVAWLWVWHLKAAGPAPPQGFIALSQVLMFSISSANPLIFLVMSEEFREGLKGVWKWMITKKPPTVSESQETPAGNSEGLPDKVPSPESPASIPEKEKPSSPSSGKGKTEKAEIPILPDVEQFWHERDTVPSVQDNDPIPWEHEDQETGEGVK
* marks the source's active call; other numbers are inactive results. No enrichment for hits; 3.4% or so of the library scored in one or more.

SMILES	FBW7 act	MITF primary	TEAD-YAP inh	GPR151 ag
COc1ccc(S(=O)(=O)N2CCN(C(=O)Cc3ccccc3)CC2)cc1	0.8	14	-8	-0.6
CC1CC(C)CN(S(=O)(=O)c2ccc(C(=O)N3CCCc4ccccc43)cc2)C1 (centres undefined)	-0.1	2	-4	2.4
O=C(Nc1cc(C(F)(F)F)ccc1N1CCCC1)c1cc([N+](=O)[O-])ccc1Cl	-0.1	7	86*	-0.6
Fc1ccc(C2CC(c3cccc(Br)c3)Nc3nnnn32)cc1 (centres undefined)	0.0	-8	6	-0.2
Cc1ccc(S(=O)(=O)/N=C2\C=CC(=O)C=C2Cl)cc1	-0.1	40	4	0.4
Nc1cccc(C(=O)Nc2cc(=O)n(-c3c(Cl)cc(Cl)cc3Cl)[nH]2)c1	-0.5	21	-4	-0.9
O=c1c2c(-c3ccccc3)csc2ncn1Cc1ccccc1	0.0	1	10	-0.6
OCCNCCCOc1c(Cl)cc(Cl)cc1Cl	0.0	26	1	-0.9
C=CCn1c(CNC(=O)c2ccco2)nnc1SCc1nc2ccccc2c(=O)[nH]1	-0.2	11	8	0.3
O=C(CCN1C(=O)C2C3C=CC(C3)C2C1=O)Nc1ccc2c(c1)OCO2 (centres undefined)	0.0	-4	-9	-0.6
O=C(CCc1ccccc1)Nc1ccnn1C1CCN(C(=O)c2n[nH]c3c2CCCC3)CC1	0.1	-8	-5	0.0
Cn1ccc(=NC=C(C#N)C#N)c2ccccc21	-0.1	2	-4	-0.4
O=[N+]([O-])c1ccc(-c2cc(-n3cnc4ccccc43)n[nH]2)cc1	0.1	13	0	0.1
O=C(C1CCCCC1)N1CCCC(COc2ccc(CN3CCOCC3)cc2)C1 (centres undefined)	0.1	5	9	-0.4
COC(=O)c1ccc(-c2nc(N)c3c(=O)oc4cc(OC)ccc4c3n2)cc1	-0.2	3	-3	0.6
CC(C)(C)c1nnc(Nc2cc(Cl)ccc2Cl)[nH]c1=O	0.0	1	-6	5.7*
Cc1c(C)n(CC(O)CN2CCNCC2)c2ccccc12 (centres undefined)	-0.2	5	7	1.4
CC(C)CC(NC(=O)C(NC(=O)OC(C)(C)C)C(C)C)C(N)=O (centres undefined)	-0.2	-20	-1	0.1
CCCn1nnc(NC(=S)NC(=O)c2cccs2)n1	-0.2	3	-33	-0.5
N#Cc1cc(-c2ccccc2)oc1NC(=O)c1ccco1	0.0	11	-20	0.0
CCOc1ccccc1/C=C1\N=C(c2ccccc2)OC1=O	-0.1	12	7	0.1
CC1=C(C(=O)Nc2ccc(CC(=O)N3CCCCCC3)cc2)SCCO1	0.0	-3	-1	0.0
CCc1ccc2c(c1)CCCN2C(=O)c1ccc(C(=O)N2CCCc3cc(CC)ccc32)s1	0.1	12	-7	-0.6
CCOC(=O)C(=O)Nc1cc(OCC)c(NC(=O)c2ccccc2C)cc1OCC	0.1	10	-1	1.0
COc1ccc(-c2cc(C(F)(F)F)n3nc(C(=O)N4CCc5cc(OC)c(OC)cc5C4C)cc3n2)cc1OC (centres undefined)	0.0	8	31	0.5
O=C(NCCc1ccccc1)c1cc(=O)[nH]c2ccc(S(=O)(=O)N3CCCC3)cc12	0.0	1	12	0.1
COc1ccc(CC(=O)Nc2cc(C)on2)cc1	0.2	18	4	-0.7
COc1ccc2ccccc2c1/C=C1\SC(=Nc2ccccc2)N(N(C)C)C1=O	-0.1	-6	2	1.6
Cc1cccc(OCC(=O)Nc2ccccc2C(=O)Nc2ccccc2)c1	0.1	9	-3	-0.7
CCOC(=O)N1CCc2c(sc(NCc3ccc(N(C)C)cc3)c2C(=O)Nc2cc(Cl)ccc2OC)C1	-0.2	26	5	0.2
CCCSc1nc(C)cc(C)c1C(N)=O	0.0	3	7	1.0
O=C(NCc1nc2ccccc2[nH]1)c1cccc(NC2CCC(O)CC2)n1 (centres undefined)	-0.1	-3	-11	-3.1
COCCn1nnnc1C(C(C)C)N(Cc1cccnc1)Cc1ccco1 (centres undefined)	0.0	11	0	1.3
COC(=O)CNC(=O)c1cc(C(=O)OC)cc([N+](=O)[O-])c1	-0.2	-1	-2	0.0
CC12C(=O)N(c3ccccc3O)C(=O)C1C1C=CC2C1 (centres undefined)	0.0	0	3	2.9
C=CCc1cccc(/C=N/NC(=O)c2ccc(OC)cc2)c1O	0.5	11	50*	-0.1

2 of these compounds in another layout.
SMILES | FBW7 act | MITF primary | TEAD-YAP inh | GPR151 ag
Cc1cccc(OCC(=O)Nc2ccccc2C(=O)Nc2ccccc2)c1 | 0.1 | 9 | -3 | -0.7
CCOC(=O)N1CCc2c(sc(NCc3ccc(N(C)C)cc3)c2C(=O)Nc2cc(Cl)ccc2OC)C1 | -0.2 | 26 | 5 | 0.2

Next part:
SMILES	FBW7 act	MITF primary	TEAD-YAP inh	GPR151 ag
O=C(COc1ccccc1)NCCN1CCCC1	0.9	3	-2	1.9
Cc1cccc(CN2CCN(CC3CC=CCC3)CC2)c1 (centres undefined)	0.0	67*	-2	1.2
CC1CC(C)CN(CCCNc2ncc(C(=O)O)c3ccccc23)C1 (centres undefined)	-0.1	-3	3	-1.3
Cc1nc(SCc2cccc(Cl)c2)[nH]c(=O)c1CC(=O)NCCc1ccc(F)cc1	0.2	15	7	-1.4
COc1cccc(C2c3[nH]c4ccccc4c3CCN2C(=O)C2=C(C)OCCO2)c1OC (centres undefined)	0.1	1	-12	-2.0
O=C(Cc1ccccc1)Nc1c(O)c2ccccc2oc1=O	0.3	-13	-3	-1.4
c1coc(C2Nc3c(ccc4ccccc34)C3OCCC23)c1 (centres undefined)	-0.1	-2	-6	0.9
CCOC(=O)N1CCN(CC(=O)N2c3ccccc3CCc3ccccc32)CC1	0.0	28	2	-0.5
CN1CCN(C(=O)c2ccc(-c3nc(Nc4ccc(N5CCOCC5)cc4)c4ncn(C5CCCCC5)c4n3)cc2)CC1	-0.1	23	-30	0.5
COc1ccc(C(=O)CCN2CCCCCC2)cc1	0.1	6	2	-1.4
O=C(CCSCCC(=O)Nc1ccc(F)cc1)Nc1ccc(F)cc1	0.1	-2	-2	0.5
Cc1cccc(-n2c(SCC(=O)O)nnc2-c2ccncc2)c1C	0.1	23	5	-1.0
CC(=O)c1ccccc1C(=O)N1Cc2cc(C)ccc2OC(C)C1 (centres undefined)	0.2	16	5	-1.0
CC(=O)c1ccc(NC(=O)c2cc(C(C)C)on2)cc1	-0.2	-7	-62	-0.4
O=C(Nc1nc(-c2ccc3ccccc3c2)cs1)c1ccccc1	0.0	10	-3	0.5
CCN1CCN(C(=O)CN2N=C(C(C)(C)C)Cn3c(cc4sccc43)C2=O)CC1	0.0	-15	-8	-1.3
CCOC(=O)N1CCN(C(=O)CSc2cn(Cc3ccc(Cl)cc3)c3ccccc23)CC1	-0.1	5	-7	0.2
Cc1nnc(SCC(=O)N2CCN(c3nc4ccc([N+](=O)[O-])cc4s3)CC2)s1	0.0	10	14	-0.4
Cc1nn(CC(=O)Nn2c(C)nc3ccccc3c2=O)c(C)c1[N+](=O)[O-]	1.2	24	-8	-1.8
C/C(=N/NC(=O)c1cccc(F)c1)c1cc([N+](=O)[O-])cs1	-0.1	5	-42	-0.4
Cc1ccc2cc3cc(C(=O)NCc4ccc(C)o4)oc3nc2c1	-0.2	-8	-15	-1.3
CCCCC1=NN2C(=N)/C(=C/c3ccc(OCCOc4ccc(C)c(C)c4)c(OCC)c3)C(=O)N=C2S1	-0.1	9	13	2.0
CCOc1ccc(S(=O)(=O)N2CCN(Cc3ccccc3)CC2)c2cccnc12	0.0	-2	-10	0.9
O=C1C2C3CCC(C3)C2C(=O)N1c1cccc(O)c1 (centres undefined)	0.0	3	-3	-0.9
O=C(CSCc1ccccc1)NCCS(=O)(=O)N1CCN(c2ccccn2)CC1	0.0	7	4	-1.2
O=C(COc1ccc2ccccc2c1)NC1CC1	0.1	-8	-64	-0.3
Nc1cccc(C(=O)N/N=C/c2ccc(Br)cc2)c1	0.2	5	-31	0.0
COc1cccc(OC)c1NC(=O)CN1C(=O)CC(c2ccccc2)=Nc2ccccc21	0.1	4	15	1.0
CC(=O)C1=C(C)Nc2ncnn2C1c1cccc(Cl)c1Cl (centres undefined)	0.2	5	2	-1.3
O=C(CSc1ccc(F)cc1)Nc1nc2ccccc2s1	0.2	-2	-12	1.0
Cc1cc(C)cc(N(C(C)C(=O)N2CCCCCC2)S(C)(=O)=O)c1 (centres undefined)	0.4	9	0	0.0
COc1ccc(Nc2nc(C)cc(Nc3ccc(OCCN4CCCCC4)cc3)n2)cn1	-0.1	14	-9	1.7
COc1ccc(CC(=O)NCCCOC(C)C)cc1	0.0	8	10	1.0
Cc1cc(OCC(=O)N/N=C/c2ccc(I)o2)ccc1Cl	0.6	10	5	1.1
CC1CCCN(S(=O)(=O)c2ccc(NC(=O)c3ccc(Cl)cc3)cc2)C1 (centres undefined)	-0.2	-11	7	-1.1
CCCCC1CC1C(=O)Nc1ccc([N+](=O)[O-])cc1 (centres undefined)	0.7	-1	5	0.3

No new results follow: an excerpt of the list.
SMILES	FBW7 act	MITF primary	TEAD-YAP inh	GPR151 ag
COc1ccc(S(=O)(=O)N2CCN(C(=O)Cc3ccccc3)CC2)cc1	0.8	14	-8	-0.6
CC1CC(C)CN(S(=O)(=O)c2ccc(C(=O)N3CCCc4ccccc43)cc2)C1 (centres undefined)	-0.1	2	-4	2.4
O=C(Nc1cc(C(F)(F)F)ccc1N1CCCC1)c1cc([N+](=O)[O-])ccc1Cl	-0.1	7	86*	-0.6
Fc1ccc(C2CC(c3cccc(Br)c3)Nc3nnnn32)cc1 (centres undefined)	0.0	-8	6	-0.2
Cc1ccc(S(=O)(=O)/N=C2\C=CC(=O)C=C2Cl)cc1	-0.1	40	4	0.4
Nc1cccc(C(=O)Nc2cc(=O)n(-c3c(Cl)cc(Cl)cc3Cl)[nH]2)c1	-0.5	21	-4	-0.9
O=c1c2c(-c3ccccc3)csc2ncn1Cc1ccccc1	0.0	1	10	-0.6
OCCNCCCOc1c(Cl)cc(Cl)cc1Cl	0.0	26	1	-0.9
C=CCn1c(CNC(=O)c2ccco2)nnc1SCc1nc2ccccc2c(=O)[nH]1	-0.2	11	8	0.3
O=C(CCN1C(=O)C2C3C=CC(C3)C2C1=O)Nc1ccc2c(c1)OCO2 (centres undefined)	0.0	-4	-9	-0.6
O=C(CCc1ccccc1)Nc1ccnn1C1CCN(C(=O)c2n[nH]c3c2CCCC3)CC1	0.1	-8	-5	0.0
Cn1ccc(=NC=C(C#N)C#N)c2ccccc21	-0.1	2	-4	-0.4
O=[N+]([O-])c1ccc(-c2cc(-n3cnc4ccccc43)n[nH]2)cc1	0.1	13	0	0.1
O=C(C1CCCCC1)N1CCCC(COc2ccc(CN3CCOCC3)cc2)C1 (centres undefined)	0.1	5	9	-0.4
COC(=O)c1ccc(-c2nc(N)c3c(=O)oc4cc(OC)ccc4c3n2)cc1	-0.2	3	-3	0.6
CC(C)(C)c1nnc(Nc2cc(Cl)ccc2Cl)[nH]c1=O	0.0	1	-6	5.7*
Cc1c(C)n(CC(O)CN2CCNCC2)c2ccccc12 (centres undefined)	-0.2	5	7	1.4
CC(C)CC(NC(=O)C(NC(=O)OC(C)(C)C)C(C)C)C(N)=O (centres undefined)	-0.2	-20	-1	0.1
CCCn1nnc(NC(=S)NC(=O)c2cccs2)n1	-0.2	3	-33	-0.5
N#Cc1cc(-c2ccccc2)oc1NC(=O)c1ccco1	0.0	11	-20	0.0
CCOc1ccccc1/C=C1\N=C(c2ccccc2)OC1=O	-0.1	12	7	0.1
CC1=C(C(=O)Nc2ccc(CC(=O)N3CCCCCC3)cc2)SCCO1	0.0	-3	-1	0.0

(cont.)
SMILES	FBW7 act	MITF primary	TEAD-YAP inh	GPR151 ag
O=C(NN=C1CCCCC1)c1cc(-c2ccccc2)n[nH]1	1.2	-6	-2	0.8
CCCCOC(=O)c1c(C)oc2c1cc(NS(=O)(=O)c1ccccc1)c1ccccc12	0.3	21	-10	-1.9
O=C(Cc1ccc(Cl)cc1)NCC(=O)N1CCN(Cc2ccccc2)CC1	0.0	-7	5	0.1
Cc1ccc(-n2ncc3c(NCc4cccc(Cl)c4)ncnc32)c(C)c1	0.5	23	-4	1.6
COc1ccc(CNc2cc(-c3cccc(OC(F)(F)F)c3)ncn2)cc1	0.0	-10	2	-0.4
CCNc1nc(NC(C)(C)C)nc(Oc2ccc(C=O)cc2)n1	0.1	-9	-7	3.2
CCOC(=O)c1c(NS(=O)(=O)c2cccc(OC)c2)sc2c1CCC2	0.0	1	-2	-0.7
CC(C)NC(=O)NC(=O)CSc1nc(-c2ccccc2)cn1N	-0.1	28	-6	0.9
Cc1ccc(S(=O)(=O)N2CCN(C(=O)CC(C)(C)C)CC2)cc1	0.3	10	7	-0.3
O=c1oc2ccccc2c(O)c1C=Nc1ccc(F)cc1	-0.2	-3	-4	0.2

Bioassay records as filed in PubChem.
